Bioassay records: PubChem, The Scripps Research Institute Molecular Screening Center
PAFAH1B3 inh: PAFAH1B3 (human) inhibition. AID 492972. recombinant PAFAH1B3, FP-rhodamine probe, fluorescence polarization. inhibition, % at 3.39 µM. 340,000 compounds, 0.28% hits;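 active = inhibition above the screen-wide average of all tested compounds plus 3 SD, cut at about 25% in these data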;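 note: 0% = enzyme with DMSO only and 100% = wells lacking PAFAH1B3 protein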
Target sequence (Q15102 whole entry, looked up): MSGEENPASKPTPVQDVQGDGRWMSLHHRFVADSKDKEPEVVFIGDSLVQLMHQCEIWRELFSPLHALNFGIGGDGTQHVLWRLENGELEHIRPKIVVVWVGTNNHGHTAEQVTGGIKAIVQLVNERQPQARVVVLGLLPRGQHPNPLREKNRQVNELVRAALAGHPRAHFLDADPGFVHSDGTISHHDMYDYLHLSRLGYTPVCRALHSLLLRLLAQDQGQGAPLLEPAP
PAFAH2 FP inh: PAFAH2 (human) inhibition | Q99487 | recombinant PAFAH2, FP-rhodamine activity probe, fluorescence polarization | inhibition, % at 3.39 µM | 340,000 compounds, 0.99% hits | AID 492956;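 active = inhibition above the mean over all tested compounds plus 3 SD, cut at about 30% in these data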;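 note: inhibitors block probe labeling of enzyme so polarization drops; 0% = enzyme with DMSO and 100% = wells lacking PAFAH2 protein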
PAFAH1B2 FP inh: PAFAH1B2 (human) inhibition; P68402; recombinant PAFAH1B2, FP-rhodamine activity probe, fluorescence polarization; inhibition, % at 3.39 µM; 340,000 compounds, 1.2% hits;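 active = inhibition above the mean of all tested compounds plus 3 SD, cut at about 24% in these data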;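 note: 0% = enzyme with DMSO and 100% = wells lacking PAFAH1B2; many of its hits are not listed in these tables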
LYPLA1 inh: LYPLA1 (human) inhibition in PME1 counter-screen; O75608; recombinant LYPLA1, FP-Rh probe fluorescence polarization; inhibition, % at 5.9 µM; 320,000 compounds, 0.16% hits;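 active = inhibition above the mean of all tested compounds plus 3 SD, set per campaign, cut at about 14% in these data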;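 note: inhibitors block serine hydrolase probe labeling of LYPLA1 so polarization falls; 0% = enzyme with DMSO and 100% = wells lacking LYPLA1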
PREPL inhibitor: inhibitors of human prolyl oligopeptidase-like enzyme PREPL | Q4J6C6 | recombinant PREPL, fluorescence polarization activity-based probe | inhibition, % at 5.96 µM | 320,000 compounds, 0.68% hits | AID 2751; in the data active = inhibition above about 43%;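 note: 0% = enzyme with DMSO and 100% = wells lacking enzyme; many of its hits are not listed in these tables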
pPAFAH inh: inhibitors of human plasma PAF acetylhydrolase (pPAFAH); 330,000 compounds, 1.5% hits; inhibition, % at 3.39 µM; Q13093; recombinant pPAFAH, FP-rhodamine probe fluorescence polarization; AID 463082;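 active = inhibition above the mean inhibition across the screen plus 3 SD, cut at about 25% in these data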;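 note: inhibitors block binding of the rhodamine activity-based probe so polarization drops; 0% = enzyme with DMSO and 100% = wells lacking pPAFAH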
Target sequence (Q13093 whole entry, looked up): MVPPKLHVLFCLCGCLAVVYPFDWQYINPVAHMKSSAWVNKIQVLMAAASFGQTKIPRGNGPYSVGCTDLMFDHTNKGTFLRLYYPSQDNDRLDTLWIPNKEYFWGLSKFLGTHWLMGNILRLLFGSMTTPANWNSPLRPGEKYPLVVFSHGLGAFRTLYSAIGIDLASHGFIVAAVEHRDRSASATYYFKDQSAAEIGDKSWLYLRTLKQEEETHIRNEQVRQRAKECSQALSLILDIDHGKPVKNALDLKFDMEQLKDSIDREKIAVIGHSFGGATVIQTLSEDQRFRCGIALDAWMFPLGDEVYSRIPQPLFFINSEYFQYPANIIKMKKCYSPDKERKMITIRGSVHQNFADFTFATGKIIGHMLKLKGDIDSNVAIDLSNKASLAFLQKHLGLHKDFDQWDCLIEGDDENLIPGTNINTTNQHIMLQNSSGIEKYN
LYPLA2 counter: LYPLA2 (human) inhibition in PME1 counter-screen; recombinant LYPLA2, FP-Rh probe fluorescence polarization; inhibition, % at 5.9 µM; 320,000 compounds, 0.38% hits; AID 2177;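 active = inhibition above the screen-wide mean plus 3 SD, limit set per campaign, cut at about 26% in these data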;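 note: 0% = LYPLA2 with DMSO and 100% = wells lacking LYPLA2 enzyme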
GSTO1 inh: blocks human GSTO1 in RBBP9 counter-screen | P78417 | recombinant GSTO1, activity-based probe fluorescence polarization | inhibition, % at 5.96 µM | 300,000 compounds, 1.1% hits | AID 1974;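 active = inhibition above the campaign mean inhibition plus 3 SD, cut at about 35% in these data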;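 note: 0% = GSTO1-1 with DMSO and 100% = wells lacking GSTO1-1 enzyme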
Target sequence (P78417 whole entry, looked up): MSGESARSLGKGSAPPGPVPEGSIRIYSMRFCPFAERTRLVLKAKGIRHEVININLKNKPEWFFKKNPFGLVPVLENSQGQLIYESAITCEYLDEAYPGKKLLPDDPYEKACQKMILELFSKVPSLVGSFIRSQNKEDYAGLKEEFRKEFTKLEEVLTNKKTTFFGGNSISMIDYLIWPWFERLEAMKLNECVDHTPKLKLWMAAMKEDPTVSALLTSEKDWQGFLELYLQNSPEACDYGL
PAD4 FP inh: blocks human protein arginine deiminase 4 | inhibition, % at 6.36 µM | Q9UM07 | recombinant PAD4, RCA probe fluorescence polarization | 330,000 compounds, 0.41% hits;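 active = percent inhibition above a cutoff equal to the mean of all tested compounds plus 3 SD, cut at about 15% in these data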;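 note: 0% = PAD4 with RCA probe and DMSO and 100% = probe without PAD4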
An asterisk follows results filed as active; . = no result given.

cpd	canonical_smiles	PAFAH1B3 inh	PAFAH2 FP inh	PAFAH1B2 FP inh	LYPLA1 inh	PREPL inhibitor	pPAFAH inh	LYPLA2 counter	GSTO1 inh	PAD4 FP inh
1	Clc1ccc(-c2nnc3cccc(Cl)n23)c(Cl)c1	13	8	6	0	-49	7	8	-1	-5
2	Cc1ccc(NC2=CC(=O)CC(C)(C)C2)cc1C	3	16	2	-4	-10	6	-3	-1	-5
3	c1cn(CCCNc2ncnc3sc4c(c23)CCC4)cn1	0	4	-1	2	5	-5	-6	-4	-4
4	C/C(=N\NC(=O)C1COc2ccccc2O1)c1cccs1 (centres undefined)	-3	-1	-6	4	-2	2	3	5	0
5	CC(=O)c1ccc(N=Cc2c(O)n(-c3cc(Cl)ccc3N3CCOCC3)c(=O)c3ccccc23)cc1	6	-1	-3	-5	15	5	-5	-29	0
6	COc1ccccc1/C=C/C=N/NC(=O)c1cc(-c2ccc(C)o2)[nH]n1	-2	3	-1	-21	2	-6	-39	-27	-5
7	CC(C)NC(=O)Nc1ccc2c(c1)C(=O)N([C@H](C)CO)C[C@H](C)[C@@H](CN(C)S(=O)(=O)c1ccc(F)cc1)O2	1	-2	7	.	-7	-4	.	.	2
8	O=C(Nc1cccc(Cl)c1N1CCOCC1)c1ccc2c(c1)OCCO2	6	-1	0	-4	-9	0	3	5	-1
9	COC(=O)Cc1csc(Nc2c(C)n(C)n(-c3ccccc3)c2=O)n1	1	5	1	-1	7	-2	-2	8	-4
10	COc1ccc(Cc2nnc(SCC(=O)NCC3CCCO3)o2)cc1 (centres undefined)	-7	3	-4	-2	7	-1	1	5	5
11	C#CC(CO)N(CCN(Cc1ccccc1)C(C#C)CO)Cc1ccccc1 (centres undefined)	-4	-6	3	-1	15	1	2	-2	2
12	Cc1ccc(C(=O)Nc2cccc(C(F)(F)F)c2)cc1Nc1ccccn1	0	6	-3	-5	-4	0	-13	-2	1
13	CC(=O)NCCc1nc(-c2ccc(Cl)cc2)no1	9	-2	1	3	-3	-5	2	4	2
14	O=C(NNC(=S)Nc1ccc(F)cc1)c1ccccc1OC(F)F	1	5	4	-1	2	8	2	-2	5
15	Cc1cn([C@@H](CCCCN)C(=O)NCCCCCCCCCCC(=O)N2CCNCC2)nn1	9	1	2	0	-4	0	-2	24	-2

Arranged by molar mass (largest number first): 4 of the compounds above
cpd	canonical_smiles	PAFAH1B3 inh	PAFAH2 FP inh	PAFAH1B2 FP inh	LYPLA1 inh	PREPL inhibitor	pPAFAH inh	LYPLA2 counter	GSTO1 inh	PAD4 FP inh
8	O=C(Nc1cccc(Cl)c1N1CCOCC1)c1ccc2c(c1)OCCO2	6	-1	0	-4	-9	0	3	5	-1
10	COc1ccc(Cc2nnc(SCC(=O)NCC3CCCO3)o2)cc1 (centres undefined)	-7	3	-4	-2	7	-1	1	5	5
4	C/C(=N\NC(=O)C1COc2ccccc2O1)c1cccs1 (centres undefined)	-3	-1	-6	4	-2	2	3	5	0
2	Cc1ccc(NC2=CC(=O)CC(C)(C)C2)cc1C	3	16	2	-4	-10	6	-3	-1	-5

(listing goes on)
cpd	canonical_smiles	PAFAH1B3 inh	PAFAH2 FP inh	PAFAH1B2 FP inh	LYPLA1 inh	PREPL inhibitor	pPAFAH inh	LYPLA2 counter	GSTO1 inh	PAD4 FP inh
16	Cc1ccc(C(=O)NC(=S)/C=C2\N(C)c3ccccc3C2(C)C)cc1	-15	-4	-6	-3	1	2	-6	4	-19
17	CCOc1ccc(Nc2oc(-c3cccs3)nc2C#N)cc1	20	0	5	1	16	-2	4	-2	-3
18	O=C1C2C3C=CC(C3)C2C(=O)N1CCc1ccccc1 (centres undefined)	7	1	1	-2	4	-3	2	-5	-2
19	COc1ccc(-c2nc3ccccc3[nH]2)cc1	1	-5	3	3	0	2	-3	-5	-3
20	COc1ccc(Cl)cc1S(=O)(=O)N(C)CC(=O)NCc1ccc2c(c1)OCO2	-8	0	2	1	-3	0	4	-1	4
21	CS(=O)(=O)N(CC(=O)Nc1ccc(S(=O)(=O)N2CCOCC2)cc1)c1ccccc1Cl	6	-4	2	0	-4	2	2	2	-5
22	Cc1ccc(NC(=O)CSCC(=O)Nc2ccc(S(=O)(=O)N3CCCC3)cc2)cc1	0	3	2	2	-2	2	0	0	-2
23	O=C(CCc1ccccc1)Nc1ccccc1F	-1	0	3	1	2	5	0	-2	1
24	COCC(C)n1c(C)cc(C(=O)CSc2nnc(N)s2)c1C (centres undefined)	-6	-2	-2	-2	9	4	-1	11	6
25	O=C(NCCn1c(C(F)(F)F)nc2ccccc21)[C@H]1CCCN1c1nc(CN2CCCCC2)cs1	3	0	8	4	5	0	0	-1	-3
26	CN(c1ccc(C(=O)N2CCN(Cc3ccccc3)CC2)cc1)S(=O)(=O)c1ccc(Cl)cc1	3	-5	1	-1	21	4	1	3	5
27	OC(COCC(F)(F)C(F)(F)C(F)(F)C(F)F)Cn1c2ccccc2c2ccccc21 (centres undefined)	-6	-10	-1	-8	-7	2	-7	-6	4
28	CCOc1cc(C(=O)O)cc(Cl)c1OC	4	3	-1	1	3	-4	6	0	0
29	C=CCNC(=O)CSc1nc2cc(C(=O)OCC)ccc2n1CC	3	2	0	-1	9	3	1	5	1
30	CCOc1c(Br)cc(C(=O)N2CCCN(C)CC2)cc1OC	7	-5	-1	-2	4	2	0	-1	-5

The closing three records of the section above lead into the next.
cpd	canonical_smiles	PAFAH1B3 inh	PAFAH2 FP inh	PAFAH1B2 FP inh	LYPLA1 inh	PREPL inhibitor	pPAFAH inh	LYPLA2 counter	GSTO1 inh	PAD4 FP inh
28	CCOc1cc(C(=O)O)cc(Cl)c1OC	4	3	-1	1	3	-4	6	0	0
29	C=CCNC(=O)CSc1nc2cc(C(=O)OCC)ccc2n1CC	3	2	0	-1	9	3	1	5	1
30	CCOc1c(Br)cc(C(=O)N2CCCN(C)CC2)cc1OC	7	-5	-1	-2	4	2	0	-1	-5
31	O=C(NCc1ccncc1)c1cnccn1	-8	-2	2	0	-1	-2	9	-4	-4
32	COc1ccccc1N1CCN(C2CCCN(S(=O)(=O)c3ccccc3)C2)CC1 (centres undefined)	-5	4	-6	-2	13	-1	-5	5	2
33	Cn1c(CNc2nc(-c3ccccc3)cs2)nnc1SCC(=O)N1CCc2ccccc21	-1	7	-3	2	27	2	7	-3	0
34	CN1CCN(C(=O)C2CCC(=O)N(CCc3cccc(F)c3)C2)CC1 (centres undefined)	-1	6	0	5	-8	-9	-1	7	-6
35	CCOC(=O)C1CCCCN1C(=O)CCc1c(C)nc2cc(-c3ccccc3)nn2c1C (centres undefined)	2	0	1	2	-6	-3	-10	-2	-1
36	CC(C)[C@H](NC(=O)C1CCN(S(=O)(=O)c2ccc(F)cc2)CC1)C(=O)N1CCCC1	7	-4	3	1	21	4	10	-6	3
37	CCOc1nc(C)ccc1-c1noc(-c2ccncc2)n1	8	-2	-2	-1	9	1	3	1	0
38	O=c1[nH]c(SCc2ccc(Cl)cc2)nc2c1CCC2	9	8	52*	0	8	26*	1	-11	1
39	COC1=CC(=O)CC(C)C12Oc1c(Cl)c(OC)cc(OC)c1C2=O (centres undefined)	11	-4	3	-2	5	7	-2	2	-3
40	Oc1ccc(C[C@@H]2CNCCN2CCc2cc(C(F)(F)F)cc(C(F)(F)F)c2)cc1	3	2	0	-6	18	1	-5	3	-2
41	CC1CC(OCC(O)CN2CCOCC2)CC(C)(C)C1 (centres undefined)	0	-4	6	1	-4	-1	0	5	2
42	CC(=O)c1ccc(N2CCN(C(=O)Cc3cccs3)CC2)cc1	5	8	1	2	13	4	1	6	-4
43	Cc1ccccc1NC(=O)c1nn(C)c(C(=O)Nc2ccccc2C)c1[N+](=O)[O-]	4	7	2	3	-6	7	8	0	2
44	O=c1c2ccccc2ncn1-c1ccccc1C(F)(F)F	15	-2	-4	0	6	2	-1	0	2
45	Cc1ccc(CSCC(=O)N2CCN(c3ccccc3)CC2)cc1	1	3	8	1	-57	8	7	1	-2

Looked up above:
entry 9 | PREPL inhibitor = 7
entry 40 | LYPLA1 inh = -6

Other structures follow.
cpd	canonical_smiles	PAFAH1B3 inh	PAFAH2 FP inh	PAFAH1B2 FP inh	LYPLA1 inh	PREPL inhibitor	pPAFAH inh	LYPLA2 counter	GSTO1 inh	PAD4 FP inh
46	Cc1ccc2c(C)c(C(=O)N3CCN(c4ccncc4)CC3)oc2c1C	13	-3	1	1	-46	2	2	6	-1
47	N#C/C(=C/c1cn(-c2ccccc2)nc1-c1cccc(S(=O)(=O)N2CCOCC2)c1)C(=O)NCc1ccco1	11	0	2	-3	-7	-4	-8	-9	-3
48	CC(=O)Nc1ccc(S(=O)(=O)N2CCN(c3ncccn3)CC2)cc1	2	-3	7	2	8	2	3	-6	-2
49	CCc1cc(=O)oc2cc(OC(C)C(=O)O)c(Cl)cc12 (centres undefined)	-3	-3	8	-1	3	2	-3	0	-3
50	O=C(NC(=S)Nc1ccc2[nH]c(=O)[nH]c2c1)c1cncc(Br)c1	10	0	3	-1	14	-2	-1	-28	-5
51	CC(C)Oc1cccc(C(=O)C2CCCN(C(=O)c3ccoc3)C2)c1 (centres undefined)	4	-5	-1	8	-3	1	3	5	3
52	CCc1ccccc1NC(=O)CC(O)(C(=O)OC)C(F)(F)F (centres undefined)	-1	3	-1	1	4	3	-3	3	-1
53	CC(C)OCCCNC(=S)N1CCC(C(=O)c2ccc3c(c2)OCCO3)CC1	3	2	-4	3	6	2	9	5	2
54	CN1CCN(Cc2cccc(Oc3ccccc3)c2)CC1	10	-4	5	-2	2	4	-1	-1	-5
55	O=C1/C(=C/c2cccs2)COc2ccccc21	-5	1	0	-2	-2	2	1	21	5
56	S=c1nc(COc2ccccc2)[nH]c2ccccc12	8	-4	2	-2	24	-10	-3	-2	5
57	CCN(Cc1ccncc1)Cc1ccc(OC)cc1OC	6	-1	8	-2	12	3	1	2	3
58	COC(=O)CN1C(=O)C(C)=C(c2ccc(C)cc2)S1(=O)=O	6	4	3	-1	-1	4	3	2	0
59	CCS(=O)(=O)N1CCN(S(=O)(=O)c2ccc3ccccc3c2)CC1	6	11	2	1	3	-7	4	6	-2
60	O=C(NC(Nc1nc2ccc([N+](=O)[O-])cc2s1)(C(F)(F)F)C(F)(F)F)c1ccccc1Cl	-3	2	-5	-7	8	33*	-6	-9	-2

Values in list order from the list.
Compounds 47 to 54 in PAFAH1B3 inh: 11, 2, -3, 10, 4, -1, 3, 10
Compounds 47 to 54 in LYPLA1 inh: -3, 2, -1, -1, 8, 1, 3, -2

Only part of the results is shown; the hit share may differ from the screen's.
